PHOSPHO1 inh = PHOSPHO1 (human) inhibition; Q8TCT1; recombinant PHOSPHO1, absorbance phosphatase assay; inhibition, % at 13.3 µM; actives 1.1% (n = 290,000); AID 1565; in the data active = inhibition above about 60%
Target sequence (Q8TCT1 whole entry, looked up): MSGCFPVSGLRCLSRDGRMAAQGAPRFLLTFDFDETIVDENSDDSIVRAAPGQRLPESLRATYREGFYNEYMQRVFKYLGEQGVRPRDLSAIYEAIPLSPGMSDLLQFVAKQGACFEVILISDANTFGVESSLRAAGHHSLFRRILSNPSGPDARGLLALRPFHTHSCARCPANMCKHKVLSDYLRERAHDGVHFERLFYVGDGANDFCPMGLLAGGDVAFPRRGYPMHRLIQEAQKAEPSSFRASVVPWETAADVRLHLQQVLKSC
GPR7 antagonist = antagonists of human GPR7 (neuropeptides B/W receptor 1) | AID 1861 | inhibition, % at 4.4 µM | actives 1.1% (n = 290,000) | GPR7-expressing cells, fluorescence antagonist assay | P48145; in the data active = inhibition above about 16%, passing the limit was not always enough;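 note: cells stimulated with the agonist NPW; 0% = agonist with vehicle and 100% = vehicle without agonist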
Target sequence (P48145 whole entry, looked up): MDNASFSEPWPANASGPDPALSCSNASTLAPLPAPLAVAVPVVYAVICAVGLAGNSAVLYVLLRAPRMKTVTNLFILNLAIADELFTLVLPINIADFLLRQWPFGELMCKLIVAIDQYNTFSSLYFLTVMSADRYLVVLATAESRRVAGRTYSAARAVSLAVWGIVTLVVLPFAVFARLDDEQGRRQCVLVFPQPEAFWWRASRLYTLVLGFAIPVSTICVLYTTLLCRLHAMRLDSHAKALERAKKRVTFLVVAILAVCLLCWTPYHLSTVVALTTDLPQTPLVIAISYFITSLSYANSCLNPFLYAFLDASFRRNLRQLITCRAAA
IMP-1 inhibitor = blocks Pseudomonas aeruginosa IMP-1 metallo-beta-lactamase; actives 0.45% (n = 290,000); purified IMP-1, nitrocefin hydrolysis, epi-absorbance fluorescence; inhibition, % at 5.6 µM;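 active = inhibition above the mean plus 3 SD of all compounds in the same screening run, cut at about 4.5% in these data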;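 note: 0% = IMP-1 with DMSO and 100% = DMSO wells lacking enzyme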
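System – purified recombinant IMP-1 beta-lactamase · Input – IMP-1 dispensed at 0.2 nM · Timing – 15 min preincubation plus 25 min reaction at 25 °C · Signal – Epi-absorbance fluorescence, 480 nm excitation, 530 nm emission · Measure – percent IMP-1 inhibition derived from blank-referenced optical density · Controls – Enzyme-plus-DMSO low control, enzyme-free DMSO high control · Replication – singlicate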
DNA FID counter = displaces DNA intercalator in HCV helicase counter-screen; DNA fluorescent intercalator displacement, fluorescence; inhibition, % at 7.9 µM; actives 0.17% (n = 290,000); in the data active = inhibition above about 37%;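 note: 0% = vehicle and 100% = reference compound; higher means more ethidium bromide displaced from hairpin DNA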
GalR3 antagonist = antagonists of human GalR3; O60755; actives 0.44% (n = 360,000); inhibition, % at 3 µM; HEK293 GalR3-CNG cAMP membrane potential fluorescence; galR3 body fused to GalR1 C-terminus;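 active = inhibition above the screen-wide average plus 3 SD, cut at about 13% in these data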;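 note: forskolin and galanin both at EC90 stimulate the cells; cAMP rise reported by CNG channel membrane potential dye signal; 0% = forskolin plus galanin with DMSO and 100% = forskolin alone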
OXTR ag = human OXTR agonism. activation, % at 3 µM. AID 2435. actives 0.32% (n = 320,000). P30559. CHO-OTR cells, Fluo-8 calcium fluorescence; normalized: DMSO 0%, oxytocin 100%;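 active = activation above the mean of all tested compounds plus 3 SD, cutoff set per screening run, cut at about 20% in these data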;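 note: peak over basal fluorescence ratio from a 100 s FLIPR kinetic read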
V1aR counter = counter-screen for oxytocin receptor agonists: human V1a receptor agonists; activation, % at 3 µM; P37288; CHO-V1R cells, Fluo-8 calcium fluorescence, agonist mode; 0% DMSO, 100% 3 nM vasopressin; actives 0.25% (n = 320,000);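 active = activation above the mean activation of all tested compounds plus 3 SD, per screening run, cut at about 20% in these data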;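 note: signal is peak over basal fluorescence ratio across a 100 second FLIPR read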
Target sequence (P37288 whole entry, looked up): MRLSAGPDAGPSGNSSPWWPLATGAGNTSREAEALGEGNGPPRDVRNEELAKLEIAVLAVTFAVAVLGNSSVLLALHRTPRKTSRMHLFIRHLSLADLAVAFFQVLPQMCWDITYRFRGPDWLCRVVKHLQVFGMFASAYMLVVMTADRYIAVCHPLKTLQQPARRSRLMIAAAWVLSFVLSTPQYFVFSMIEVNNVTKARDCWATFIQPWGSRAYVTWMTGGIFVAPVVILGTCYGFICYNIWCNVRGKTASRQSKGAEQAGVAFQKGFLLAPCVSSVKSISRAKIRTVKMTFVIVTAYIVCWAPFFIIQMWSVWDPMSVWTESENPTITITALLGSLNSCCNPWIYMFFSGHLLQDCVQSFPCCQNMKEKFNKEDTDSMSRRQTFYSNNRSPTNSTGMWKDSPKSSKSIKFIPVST
NS3 helicase inh = blocks Hepatitis C virus NS3 helicase unwinding; AID 1800; inhibition, % at 10.9 µM; NS3 helicase DNA unwinding, Cy5 molecular beacon fluorescence; actives 0.56% (n = 290,000);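 active = inhibition above the mean of all tested compounds plus 3 SD, set per campaign, cut at about 35% in these data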;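 note: 0% = DMSO wells and 100% = thioflavine S control wells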
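Test system: hepatitis C virus NS3 helicase domain fragment enzyme. Also added: annealed dual-labelled DNA beacon duplex, ATP-started. Timing: 60 min unwinding reaction at 25 °C after ATP addition. Technique: Cy5 fluorescence. Measure: % inhibition of unwinding.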
VIM-2 inh = blocks Pseudomonas aeruginosa VIM-2 metallo-beta-lactamase; purified VIM-2, nitrocefin hydrolysis, epi-absorbance fluorescence; actives 0.89% (n = 290,000); inhibition, % at 5.6 µM;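 active = inhibition above the mean of all tested compounds plus 3 SD, cutoff set per screening run, cut at about 7.5% in these data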;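 note: red hydrolysis product quenches plate fluorescence so inhibitors raise well fluorescence; 0% = enzyme with DMSO and 100% = DMSO without enzyme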
An asterisk follows results filed as active.

For COc1ccccc1-c1noc(CCCC(=O)Nc2ccc(C(N)=O)cc2)n1 the results were PHOSPHO1 inh 46, GPR7 antagonist 5, IMP-1 inhibitor -1.3, DNA FID counter -2, GalR3 antagonist -3, OXTR ag 0.0, V1aR counter 1.6, NS3 helicase inh 6 and VIM-2 inh -1.5.
`CCOc1ccc(/C(O)=C2\C(=O)C(=O)N(CCOCCO)C2c2ccccc2OC)cc1` (stereo unspecified) gave PHOSPHO1 inh 30, GPR7 antagonist 1, IMP-1 inhibitor -0.8, DNA FID counter -32, GalR3 antagonist -2, OXTR ag 1.1, V1aR counter 0.0, NS3 helicase inh 2 and VIM-2 inh -1.4.
`Cc1ccc(C23CC4CC(CC(NC(=O)NCCN(C)C)(C4)C2)C3)cc1` gave PHOSPHO1 inh -4, GPR7 antagonist 4, IMP-1 inhibitor -4.9, DNA FID counter 12, GalR3 antagonist -5, OXTR ag 4.5, V1aR counter 0.9, NS3 helicase inh -33 and VIM-2 inh -1.2.
For Oc1cc2c(cc1CN1CCN(c3ncccn3)CC1)OCO2 the results were PHOSPHO1 inh -1, GPR7 antagonist -6, IMP-1 inhibitor -1.5, DNA FID counter -4, GalR3 antagonist -1, OXTR ag -0.2, V1aR counter 1.9, NS3 helicase inh 3 and VIM-2 inh 0.4.
CC1CN(CC(=O)Nc2ccc([N+](=O)[O-])cc2Br)CC(C)O1 (stereo unspecified) was read as PHOSPHO1 inh 16, GPR7 antagonist -12, IMP-1 inhibitor -1.5, DNA FID counter 1, GalR3 antagonist -3, OXTR ag -1.2, V1aR counter -0.4, NS3 helicase inh 2 and VIM-2 inh -1.4.
O=C(COc1ccc2c(c1)OCO2)Nc1ccc2c(c1)oc1ccccc12 was read as PHOSPHO1 inh 22, GPR7 antagonist 7, IMP-1 inhibitor -0.5, DNA FID counter 0, GalR3 antagonist -2, OXTR ag 0.7, V1aR counter -0.4, NS3 helicase inh 5 and VIM-2 inh 0.4.
Screening CCn1cc(CNCc2cn(C)nc2-c2ccc(C3CCCCC3)cc2)cn1 returned PHOSPHO1 inh 48, GPR7 antagonist 11, IMP-1 inhibitor -1.9, DNA FID counter 25, GalR3 antagonist -8, NS3 helicase inh -48 and VIM-2 inh -2.3.
`COc1cc(N2C(=O)CC3(CCCC3)CC2=O)cc(OC)c1OC` gave PHOSPHO1 inh 23, GPR7 antagonist -15, IMP-1 inhibitor -3.6, DNA FID counter -4, GalR3 antagonist -4, OXTR ag -0.6, V1aR counter -2.3, NS3 helicase inh -8 and VIM-2 inh -4.4.
For CC(C)n1nc(C(=O)Nc2nc3ccccc3[nH]2)c2ccccc2c1=O the results were PHOSPHO1 inh 20, GPR7 antagonist -19, IMP-1 inhibitor -3.9, DNA FID counter -22, GalR3 antagonist -2, OXTR ag -2.0, V1aR counter -0.8, NS3 helicase inh -6 and VIM-2 inh -1.1.
For COC(=O)Nc1ccc(S(=O)(=O)N2CCC(C(=O)N3CCCCC3C)CC2)cc1 (stereo unspecified) the results were PHOSPHO1 inh 13, GPR7 antagonist -6, IMP-1 inhibitor -2.9, DNA FID counter -25, GalR3 antagonist 2, OXTR ag 2.1, V1aR counter 2.0, NS3 helicase inh -10 and VIM-2 inh -2.9.
For Cc1ccccc1-c1noc(C2CCCCC2)n1 the results were PHOSPHO1 inh -11, GPR7 antagonist -2, IMP-1 inhibitor -2.7, DNA FID counter 2, GalR3 antagonist -4, OXTR ag -0.7, V1aR counter -0.5, NS3 helicase inh -4 and VIM-2 inh -1.7.
`S=c1[nH]nc(CSCCOc2ccccc2)o1` gave PHOSPHO1 inh -10, GPR7 antagonist 2, IMP-1 inhibitor 0.4, DNA FID counter -4, GalR3 antagonist -4, OXTR ag 0.3, V1aR counter 0.0, NS3 helicase inh 28 and VIM-2 inh -0.6.
Cc1ccccc1CNC(=O)Cn1cnc(S(=O)(=O)N2CCCC2)c1 was read as PHOSPHO1 inh 17, GPR7 antagonist -4, IMP-1 inhibitor -4.4, DNA FID counter -6, GalR3 antagonist -6, OXTR ag 0.5, V1aR counter 0.2, NS3 helicase inh 10 and VIM-2 inh -2.3.
For COc1ccccc1C(=O)Nc1ccnn1C1CCN(C)CC1 the results were PHOSPHO1 inh 21, GPR7 antagonist -8, IMP-1 inhibitor -1.3, DNA FID counter -3, GalR3 antagonist -8, OXTR ag 0.8, V1aR counter 0.1, NS3 helicase inh -3 and VIM-2 inh -1.5.
Screening COc1cc(C)nc(NC(=S)N(C)C(=O)c2ccccc2)n1 returned PHOSPHO1 inh 33, GPR7 antagonist -6, IMP-1 inhibitor -3.1, DNA FID counter -6, GalR3 antagonist -7, OXTR ag -2.9, V1aR counter -1.2, NS3 helicase inh -4 and VIM-2 inh 2.4.
O=C(COc1ncnc2cc([N+](=O)[O-])ccc12)N(CCc1ccccc1)Cc1ccccc1 was read as PHOSPHO1 inh 8, GPR7 antagonist -11, IMP-1 inhibitor -1.1, DNA FID counter -1, GalR3 antagonist -5, OXTR ag 9.1, V1aR counter 5.9, NS3 helicase inh 4 and VIM-2 inh -2.0.
`CCOC(=O)c1cc2ccccc2n1CC(=O)c1ccccc1` gave PHOSPHO1 inh 34, GPR7 antagonist -7, IMP-1 inhibitor -2.9, DNA FID counter -7, GalR3 antagonist -11, OXTR ag -0.6, V1aR counter -0.1, NS3 helicase inh -8 and VIM-2 inh 1.1.
CCCNC(=O)C1CC(=O)N(c2ccc(OCC)cc2)C1 (stereo unspecified) was read as PHOSPHO1 inh -3, GPR7 antagonist -13, IMP-1 inhibitor -1.4, DNA FID counter -14, GalR3 antagonist -2, OXTR ag -0.1, V1aR counter -0.4, NS3 helicase inh 6 and VIM-2 inh -3.5.
Screening CS(=O)(=O)N(CC(=O)N1CCCC1)c1cccc(Cl)c1 returned PHOSPHO1 inh 12, GPR7 antagonist -9, IMP-1 inhibitor -2.6, DNA FID counter -1, GalR3 antagonist -2, OXTR ag 0.4, V1aR counter 0.8, NS3 helicase inh 0 and VIM-2 inh -3.3.
COc1ccc(-c2csc3ncnc(N4CCN(c5ccccc5OC)CC4)c23)cc1 was read as PHOSPHO1 inh 36, GPR7 antagonist 8, IMP-1 inhibitor -1.9, DNA FID counter -44, GalR3 antagonist -11, OXTR ag -2.2, V1aR counter 1.8, NS3 helicase inh -19 and VIM-2 inh -2.7.
Screening COc1ccc(/C(C)=N/NC(=O)c2nc(C)cc(C)n2)cc1 returned PHOSPHO1 inh -6, GPR7 antagonist 3, IMP-1 inhibitor -10, DNA FID counter -5, GalR3 antagonist -6, OXTR ag -0.5, V1aR counter 1.8, NS3 helicase inh -5 and VIM-2 inh -2.0.
`COc1ccc(N=C2S/C(=C\c3ccc(N4CCOCC4)o3)C(=O)N2CCc2c[nH]c3ccccc23)cc1` gave PHOSPHO1 inh 8, GPR7 antagonist 10, IMP-1 inhibitor 0.1, DNA FID counter -7, OXTR ag 1.7, V1aR counter 3.7, NS3 helicase inh 20 and VIM-2 inh -4.8.
`COc1ccccc1C(=O)Oc1ccc(N2C(=O)CCC2=O)cc1` gave PHOSPHO1 inh -7, GPR7 antagonist -9, IMP-1 inhibitor -5.6, DNA FID counter -9, GalR3 antagonist 1, OXTR ag 0.9, V1aR counter 1.1, NS3 helicase inh 1 and VIM-2 inh -0.9.
CCOC(=O)c1sc(NC(=O)CSc2nc(C)cc(C)n2)c(C#N)c1C was read as PHOSPHO1 inh 11, GPR7 antagonist -3, IMP-1 inhibitor -0.6, DNA FID counter -4, GalR3 antagonist -3, OXTR ag 4.1, V1aR counter 3.5, NS3 helicase inh 6 and VIM-2 inh -1.1.
`CN(C)CCNC(=O)NC1CCCCC1` gave PHOSPHO1 inh -3, GPR7 antagonist -14, IMP-1 inhibitor -2.1, DNA FID counter 3, GalR3 antagonist -2, OXTR ag 0.0, V1aR counter 0.3, NS3 helicase inh 0 and VIM-2 inh -1.0.
`CCOC(=O)C1CCN(C(=O)c2ccc(Cl)c(S(=O)(=O)N3CCCC3)c2)CC1` gave PHOSPHO1 inh 37, GPR7 antagonist -16, IMP-1 inhibitor -5.8, DNA FID counter -43, GalR3 antagonist -4, OXTR ag -1.1, V1aR counter -0.3, NS3 helicase inh -11 and VIM-2 inh -1.9.
COc1cc(CNCc2cccc(OC)c2OC)cc(OC)c1 was read as PHOSPHO1 inh -18, GPR7 antagonist 5, IMP-1 inhibitor 2.3, DNA FID counter 12, GalR3 antagonist -11, OXTR ag 1.0, V1aR counter 2.7, NS3 helicase inh -8 and VIM-2 inh -0.5.
Screening c1ccc(-c2cc3ccccc3[nH]2)cc1 returned PHOSPHO1 inh 10, GPR7 antagonist -16, IMP-1 inhibitor -0.3, DNA FID counter -2, OXTR ag -2.4, V1aR counter -0.3, NS3 helicase inh -4 and VIM-2 inh -1.9.
COc1ccc(/C=C/CN2CCCC(C(=O)c3ccc(OC)c(F)c3)C2)cc1 (stereo unspecified) was read as PHOSPHO1 inh 1, GPR7 antagonist 16, IMP-1 inhibitor -0.4, DNA FID counter 30, GalR3 antagonist -7, OXTR ag 5.7, V1aR counter 2.6, NS3 helicase inh -49 and VIM-2 inh 1.2.
For CCOC(=O)N1CCC(NC(=O)c2cc3cc4cc(OC)ccc4nc3o2)CC1 the results were PHOSPHO1 inh 9, GPR7 antagonist -7, IMP-1 inhibitor -3.1, DNA FID counter -18, GalR3 antagonist -5, OXTR ag 1.2, V1aR counter 5.6, NS3 helicase inh -2 and VIM-2 inh -1.1.
`O=C(C1=C[C@@H](c2ccc(C(F)(F)F)cc2)C[C@@H](OCCCCO)O1)N1CCN(Cc2ccc3c(c2)OCO3)CC1` gave PHOSPHO1 inh 48, GPR7 antagonist -14, IMP-1 inhibitor -2.0, DNA FID counter -28, OXTR ag 1.8, V1aR counter 4.0, NS3 helicase inh -2 and VIM-2 inh -3.3.
`COc1ccc(/C=C/C(=O)NC(=S)NCc2ccccc2)cc1OC` gave PHOSPHO1 inh -3, GPR7 antagonist -2, IMP-1 inhibitor -1.4, DNA FID counter -10, GalR3 antagonist -4, OXTR ag -0.3, V1aR counter -0.1, NS3 helicase inh -9 and VIM-2 inh -1.2.
COc1ccc(C(C[N+](=O)[O-])c2c(C)[nH]n(-c3ccccc3)c2=O)cc1 (stereo unspecified) was read as PHOSPHO1 inh 28, GPR7 antagonist 24, IMP-1 inhibitor -2.0, DNA FID counter -2, GalR3 antagonist 3, OXTR ag 0.4, V1aR counter 1.6, NS3 helicase inh -13 and VIM-2 inh 6.5.
For CC(NC(=S)Nc1cccc(F)c1)C(c1cccs1)N1CCOCC1 (stereo unspecified) the results were PHOSPHO1 inh 43, GPR7 antagonist 12, IMP-1 inhibitor -2.8, DNA FID counter -14, GalR3 antagonist -8, OXTR ag 0.8, V1aR counter 0.4, NS3 helicase inh -1 and VIM-2 inh -2.5.
